# All columns: NCI-60 one-dose screen, growth in % after 48 h at 10 µM unless noted; 100 = growth as untreated, 0 = no growth, -100 = all killed.
# HL-60(TB) = HL-60(TB) leukemia cells; 9% of 78,000 active; AID 1794776; active means growth percent below 10
# Active calls of the source: *; [ ] = dose if it differs, or a comment. A portion of the library; count on the stated rates, not on these rows.
SMILES,HL-60(TB)
c1ccc(-c2cc3c(ncn4nc(-c5cccnc5)nc34)o2)cc1,111
COc1ccc(/C=C(\C#N)n2nc3cccc(F)c3n2)cc1,82
O=[N+]([O-])c1cccc(/C=C/c2nc[nH]c2[N+](=O)[O-])c1,83
CCN1C(=O)/C(=C/c2ccc(OC)cc2)SC1=S,103
O=c1[nH]cc(CCc2ccccc2)c(=O)[nH]1,103
CCOC(=O)C1(C(=O)OCC)N=C(c2ccccc2)C=C1c1ccccc1,87
CC1COc2c(N3CCN(C)CC3)c(F)cc3c(=O)c(C(=O)N/N=C/c4ccc5c(c4)OCO5)cn1c23 (stereo not drawn),92
C(=C/c1nc2ccccc2nc1CCN1CCCCC1)/c1ccc2c(c1)OCO2,84
Cc1ccc2nc(CCS)[nH]c2c1,106
CCN(Cc1ccc(CN(CC)C(=O)C(Cl)(Cl)Cl)cc1)C(=O)C(Cl)(Cl)Cl,6.4*
CCCCOC(=O)/C=C\C(=O)OCCCC,99
CC(=O)c1ccc(NC(=O)CSc2nc3c([nH]2)c(=O)n(C)c(=O)n3C)cc1,101
CN1CCc2c(sc3ncnc(N/N=C/c4cn(-c5ccccc5)nc4-c4ccc(Br)cc4)c23)C1,-4.9*
CC(=O)/C=C/c1ccc(N(CCO)Cc2ccc(C(C)(C)C)cc2)cc1,70
CN(Cc1ccccc1)c1nc(Cl)c(C2CC(c3ccc4c(c3)OCO4)=NN2C=O)s1 (stereo not drawn),106
CC(C)(C)c1[nH]nc2c1C(c1cc3ccccc3[nH]c1=O)Nc1cc(C(=O)Nc3ccc(Cl)cc3)ccc1N2 (stereo not drawn),56
O=C1/C(=C/c2ccc(Oc3ccnc(N4CCOCC4)n3)cc2)CC/C1=C\c1ccc(Oc2ccnc(N3CCOCC3)n2)cc1,61
COc1ccccc1/C=C/C1=C(C)CCC(c2ccccc2OC)C1C (stereo not drawn),-41*
O=C(O)c1cn(C2CC2)c2cc(N3CCN(Cc4nc5c(cnn5-c5ccc([N+](=O)[O-])cc5)c(=O)[nH]4)CC3)c(F)cc2c1=O,93
COc1ccc(C2=C(Nc3ccc(C(=O)Nc4ccc(Cl)cc4)cc3)C(=O)NC2=O)cc1,83
CSc1nc(-c2ccccc2)cc(=O)[nH]1,112
c1ccc(CNCc2ccc[nH]2)cc1,81
CSc1ncnc2nc[nH]c12,87
Fc1ccc(C(F)(F)F)cc1,104
CC(=O)Cn1cnc2sc(C(N)=O)c(C)c2c1=O,85
# (listing goes on)
SMILES,HL-60(TB)
CCOC(=O)CNC(c1ccccc1)(c1ccccc1)c1ccccc1,74
N#CC(CCc1nc(N)nc(N)n1)(CCc1nc(N)nc(N)n1)c1ccccc1,102
CN(C)Cc1ccc([N+](=O)[O-])cc1,57
O=c1oc2ccc(F)cc2c(=O)n1-c1ccc(I)cc1F,-43*
COC(=O)c1ccc2ccc3ccccc3c2c1,117
CC(=O)Oc1cccc2ccccc12,89
CN(C)C(=O)c1ccncc1,78
Clc1cccc(Cl)c1Cn1c(-c2cccs2)nc2ccccc21,49
COc1ccc(C/C(C)=C(\c2ccc(Cl)cc2)c2ccc(OCCN3CCCCC3)cc2)cc1,92
O=C(CCCCCCN1CC(=O)N2[C@H](c3cc(Br)cs3)c3[nH]c4ccccc4c3C[C@H]2C1=O)NO,5.0*
ClCC(Cl)[C@@H]1CC2C=CC1C2 (stereo partly drawn),104
CC(=O)OC1CCC2(C)C(CCC3C2C/C(=N\O)C2(C)C(C(C)OC(C)=O)CCC32)C1 (stereo not drawn),84
O=C(COc1ccccc1C(F)(F)F)Nc1cc(O)c2c(=O)cc(-c3ccccc3)oc2c1,97
CCOC(=O)c1c(C)c2c(n1C)CSc1cc(C#N)c(=O)[nH]c1-2,96[100 µM]
Cc1ccccc1COC12CCCC(C1)C(C)(C)OO2 (stereo not drawn),115
CCOC(=S)Nc1ccccc1,90
O=C(O)c1ccc(S(=O)(=O)N/N=C/c2c[nH]c3ccccc23)cc1,120
CCCCOC(=O)C=O,110
COc1ccc(CC(C#N)Cc2ccc(OC)c(OC)c2)cc1OC,89
CC1=C(c2cc(-c3ccccc3O)[nH]c(=S)n2)C(c2ccccc2)NC(=S)N1 (stereo not drawn),101
CC(=O)OC/C(C)=C\CC(C)COC(C)=O (stereo not drawn),101
COc1ccc(OC)c(/C=C2\CCc3ccccc3C2=O)c1,17
CC(=O)[C@H]1CC[C@H]2[C@@H]3CCC4=CC(=O)CC[C@]4(C)[C@@]3(Br)C(=O)C[C@]12C,95
O=C(CC(c1ccccc1)c1cccc2ccccc12)c1ccc(Br)cc1 (stereo not drawn),85
CN(C)C1CCN(C(=O)c2ccc(NC(=O)Nc3ccc(-c4nc(N5CCOCC5)nc(N5CCOCC5)n4)cc3)cc2)CC1,1.8*[2.5 µM]

# Retrieved by structure from the list above:
SMILES,HL-60(TB)
Clc1cccc(Cl)c1Cn1c(-c2cccs2)nc2ccccc21,49
COC(=O)c1ccc2ccc3ccccc3c2c1,117

# Next records.
SMILES,HL-60(TB)
CCCCSc1n[nH]c(=S)c2nc[nH]c12,102
CCN(CC)c1cccc(OC(=O)Nc2cccc(C(F)(F)F)c2)c1,112
O=C(CCN1C(=O)/C(=C/c2ccccc2)SC1=S)N1CCOCC1,89
CCCCN(CCCC)CCC(O)c1cc2ccc(C(F)(F)F)cc2c2cc(C(F)(F)F)ccc12 (stereo not drawn),50
CC(C)[C@H](C(=O)N(C(=O)NC1CCCCC1)C1CCCCC1)N1C(=O)c2ccccc2C1=O,58
O=C(O)Cc1cccc(Cl)c1,112
CCC1(C(N)=O)CC2C=CC1CC2 (stereo not drawn),110
CC(=O)O[C@H]1CO[C@H]2[C@@H]1OC[C@@H]2Oc1ccnc(NCc2ccc(F)cc2)n1,103
O=C1C2CC3CC(C2)CC1C3,98
Cc1cc(Nc2nc(-c3cccnc3)nc3ccccc23)n[nH]1,53
Brc1ccccc1/C=N/Nc1nc(N/N=C/c2ccccc2Br)nc(N2CCOCC2)n1,80
COC(=O)c1nnn(-c2cccc(Cl)c2)c1C(=O)c1ccc(Cl)c(Cl)c1,74
CCOC(=O)c1c(C)nc2c(c1N)CC(=O)N2Cc1cc(OC)c(OC)c(OC)c1,19
COc1cc(NS(=O)(=O)c2ccc(N)cc2)nc(OC)n1,100
NS(=O)(=O)c1ccc(CN2C(=O)C3C(C2=O)C2(Cl)C(Cl)=C(Cl)C3(Cl)C2(Cl)Cl)cc1 (stereo not drawn),89
C=CCc1c2c(c(OC)c3ccoc13)C(=O)/C(=C/c1ccc(Cl)cc1)O2,209
Nc1c(C(=O)Nc2cccc([N+](=O)[O-])c2)sc2nc3c(cc12)CCCCC3,97
COc1ccc(-c2cc(-c3ccccc3)nc(SCCCC(=O)NO)n2)cc1OC,-12*
OCC1(CO)CC2(C1)CC(CO)(CO)C2,90
Nc1ncc(-c2ccc3ncnc(N4CCc5cc(F)c(Cl)cc54)c3c2)cc1C(F)(F)F,21
O=[N+]([O-])c1cc([N+](=O)[O-])c(Cl)c(Cl)c1Cl,20
Cc1ccc(-c2nnc(SCc3nc(N)nc(Nc4ccccc4F)n3)n2-c2ccccc2)cc1,-21*
C=C(C)[C@@H]1CC[C@]2(C(=O)OC)CC[C@]3(C)[C@H](CC[C@@H]4[C@@]5(C)CC/C(=N\OCCC(=NCCC#N)NOCCC#N)C(C)(C)[C@@H]5CC[C@]43C)[C@@H]12,0.9*[100 µM]
COc1ccc(-c2ccc(NC(=O)Nc3ccccc3)c(C)n2)cc1,79
O=C(/C=C/CN1CCOCC1)Nc1cc2c(Nc3cccc(Cl)c3F)ncnc2cc1OCCOC(F)F,89

# In the list so far, 12 contain fluorine.
SMILES,HL-60(TB)
COc1ccc(/C=C(\C#N)n2nc3cccc(F)c3n2)cc1,82
CC1COc2c(N3CCN(C)CC3)c(F)cc3c(=O)c(C(=O)N/N=C/c4ccc5c(c4)OCO5)cn1c23 (stereo not drawn),92
O=C(O)c1cn(C2CC2)c2cc(N3CCN(Cc4nc5c(cnn5-c5ccc([N+](=O)[O-])cc5)c(=O)[nH]4)CC3)c(F)cc2c1=O,93
Fc1ccc(C(F)(F)F)cc1,104
O=c1oc2ccc(F)cc2c(=O)n1-c1ccc(I)cc1F,-43*
O=C(COc1ccccc1C(F)(F)F)Nc1cc(O)c2c(=O)cc(-c3ccccc3)oc2c1,97
CCN(CC)c1cccc(OC(=O)Nc2cccc(C(F)(F)F)c2)c1,112
CCCCN(CCCC)CCC(O)c1cc2ccc(C(F)(F)F)cc2c2cc(C(F)(F)F)ccc12 (stereo not drawn),50
CC(=O)O[C@H]1CO[C@H]2[C@@H]1OC[C@@H]2Oc1ccnc(NCc2ccc(F)cc2)n1,103
Nc1ncc(-c2ccc3ncnc(N4CCc5cc(F)c(Cl)cc54)c3c2)cc1C(F)(F)F,21
Cc1ccc(-c2nnc(SCc3nc(N)nc(Nc4ccccc4F)n3)n2-c2ccccc2)cc1,-21*
O=C(/C=C/CN1CCOCC1)Nc1cc2c(Nc3cccc(Cl)c3F)ncnc2cc1OCCOC(F)F,89

# Following part
SMILES,HL-60(TB)
CCCC(C#N)(C1=CCCCC1)c1ccccc1 (stereo not drawn),110
O=C(Nc1ccccc1)C1=CNc2ccccc2S1=O (stereo not drawn),103
FC(F)(F)c1cc(Br)cc(-c2cc(-c3ccc4c(c3)OCCO4)[nH]n2)c1,6.8*
COP(=O)(OC)/C(=C\c1cn(C(c2ccccc2)(c2ccccc2)c2ccccc2)cn1)NC(C)=O,85
Cc1cc(CNc2nc3ccc(OC/C(=C/F)CN)cc3o2)cc(C)n1,147
COC(=O)c1ccc(Cl)c2c1C1C=CCC1C(c1cccc3ccccc13)N2 (stereo not drawn),78
Nc1c(Br)cc(Br)c2c1C(=O)c1c(cccc1S(=O)(=O)O)C2=O,87
CCN(CC)CCOC(=O)c1ccc(NC(=O)OCCCOC(=O)Nc2ccc(C(=O)OCCN(CC)CC)cc2)cc1,102
c1ccc(-c2nnc(-c3c[nH]c4ncccc34)s2)cc1,98
O=C1N(Cc2ccc(Cl)cc2)c2ccccc2C12NCCc1cccc(O)c12 (stereo not drawn),112
S=C(Cc1ccccc1)N1CCN(c2ccc(Cl)cc2)CC1,90
COc1cccc(OC)c1O[C@@H](c1ccccc1)[C@H](O)CO,97
O=C(Nc1ccc(Br)cc1)Nc1ccccc1Cl,71
COc1ccc(Cn2cncc2-c2c[nH]c3cc(F)ccc23)cc1,86
CN(C)c1ccnc(SCc2ccc(Cl)cc2Cl)n1,71
O=C1/C(=C/c2ccccc2)SC(=Nc2ccccc2)N1Nc1ccccc1,-7.8*
CCN(CC)CCc1ccc([N+](=O)[O-])cc1,113
Cc1cn([C@H]2C=C[C@@H](CO)O2)c(=O)[nH]c1=O,113
Cc1cccc(CN)n1,83
CCCCOCCOCCOC(=O)c1ccc(OC)cc1,120
Cc1ccc(NC(=O)Nc2ccc(C)cc2C)cc1,90
O=C(CSc1nnc(-c2ccc(Cl)cc2)o1)NC1=NN=C(c2ccc(Cl)cc2)CS1,88
CCOc1ccccc1NC(=O)CCC(=O)OC,79
O=C(NNc1nc2ccccc2nc1/C=C/c1ccc(Cl)cc1)Nc1cccc(Cl)c1,78
CC(=O)[C@@]1(O)[C@H](C)C[C@H]2[C@@H]3CC=C4C[C@@H](O)CC[C@]4(C)[C@H]3CC[C@@]21C,101
# (further entries)
SMILES,HL-60(TB)
O=c1ccc(=O)n(-c2nc(-c3ccc([N+](=O)[O-])cc3)cs2)[nH]1,89
COc1ccc(/C=C/C(=O)/C=C(/C=C/c2ccc(OC)c(OC)c2OC)OB(F)F)c(OC)c1OC,8.5*
O/C=C(\Cl)CCl,104
CC1CC(=O)Nc2ccccc2N1C(=S)Nc1ccccc1 (stereo not drawn),91
O=c1c2ccccc2c(-c2ccccc2)nn1-c1ccc(S(=O)(=O)NC(=S)NCc2ccccc2)cc1,101
CCOC(=O)CCN(C)C1=Nc2ccc(Cl)cc2C(c2ccccc2)=[N+]([O-])C1,91
CC(=O)OCC(=O)[C@@]1(O)CCC2C3CCC4=CC(=O)C=CC4(C)C3[C@@H](O)CC21C (stereo partly drawn),97
CC(C)(C)c1ccc(CC#N)cc1,92
CN1CCN(c2nc(-n3cc(-c4ccccc4)nn3)nc3ccccc23)CC1,51
COc1cc(-c2nc3c(sc4nc(C)cc(C)c43)c(=O)[nH]2)cc2c1OCO2,101
CC1(C)CC[C@]2(C(N)=O)CC[C@]3(C)C(=CC[C@@H]4[C@@]5(C)CCC(=O)NC(C)(C)[C@@H]5CC[C@]43C)[C@@H]2C1,97
COc1ccc(/C=C/C(=O)NCCOC(C)=O)cc1,96
Cc1ccc(O)cn1,104
C/C(=N\O)[C@H]1C[C@]23CC[C@]4(C)[C@H](CC[C@@H]5[C@@]6(C)CC/C(=N/O)C(C)(C)[C@@H]6CC[C@]54C)[C@H]2[C@H](C)C1(C)OC3,121
COC(=O)Cc1cccc2ccccc12,134
O=C(Nc1ccccc1)c1cc(=O)c(O)co1,102
Nc1nc(=S)c2[nH]c(N)nc2[nH]1,99
OCCCNP(=S)(N1CC1)N1CC1,112
Cn1cc(/C=C(\C#N)C(=O)Nc2ncc(Cc3cccc(Cl)c3Cl)s2)c2ccccc21,97
CC(N)c1nnnn1-c1ccc(Br)cc1 (stereo not drawn),92
Cn1cnc2c(=S)nc(N)[nH]c21,73
COc1ccc(-c2cc(-c3cn(-c4cccc(Cl)c4)nc3-c3ccc(OC)cc3)[nH]c(=S)n2)cc1,60
NC(N)=Nc1cccc(Oc2ccc(N=C(N)Nc3ccc(Br)c(C(F)(F)F)c3)cc2)c1,55
CC(=O)Nc1cc([N+](=O)[O-])cc([N+](=O)[O-])c1O,103
CCC(=O)NN=C(C)C,111
# (further entries)
SMILES,HL-60(TB)
C#CCOc1ccc(C(Nc2cc(C)ccc2C)c2nnnn2C2CCCCC2)cc1 (stereo not drawn),82
Cc1c(C(=O)C(SC(=S)N2CCN(C(=O)OC(C)(C)C)CC2)SC(=S)N2CCN(C(=O)OC(C)(C)C)CC2)nnn1-c1ccc(Cl)cc1,78
CN[C@H]1CCc2cc(OC)c(OC)c(OC)c2-c2ccc(O)c(=O)cc21,90
Clc1cc(Br)c(Cl)cc1Br,105
Brc1ccc2[nH]cc(-c3nc(-c4cccnc4)cs3)c2c1,96
C[n+]1cc2cc(C(N)=O)[nH]c3c(=N)c(Cl)c(N)c1c23,79
O=C(O)CCN1CCN(c2cccc(Cl)c2)CC1,97
C=C1CC[C@H]2[C@@](C)(CCC3OC(c4ccc(OCc5cn(C6OC7COC(c8ccccc8)OC7C(O)C6NC(C)=O)nn5)cc4)OC[C@]32C)[C@@H]1/C=C/C1=CCOC1=O (stereo partly drawn),83

# From PubChem BioAssay
